CAL PDZ FP-1 – human CAL PDZ-peptide interaction inhibition; Q9HD26; purified CAL PDZ, TMR-peptide fluorescence polarization, 1 h; inhibition, % at 20 µM; 330,000 tested, 0.02% active; AID 504414;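 active means highest replicate inhibition of at least 40%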;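 further: plate controls were DMSO neutral control wells for no effect and unlabeled competitor peptide control wells for full effect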
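Test system: purified CerCALP PDZ construct; Compound dosing: one concentration, 20 µM compound; Also added: TMR-labelled reporter peptide T*-PRC34 bound in PDZ groove; Read-out: inhibition from polarization loss; Controls: unlabelled peptide and DMSO controls; Signal: FP readout, S and P plane fluorescence; Incubation: 1 h at RT.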
Tat export inh – inhibitors of E. coli Tat protein transport. E. coli MC4100 TorA-mCherry Tat export, fluorescence. inhibition, % at 10 µM. 340,000 tested, 0.036% active. AID 488895;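 active means mean replicate inhibition at least 50% and at least half of replicates individually reaching 50%; inconclusive means only one of the two criteria met; inactive means neither criterion met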;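 further: exported cargo escapes ClpAP degradation while cytoplasmic cargo is degraded and loses fluorescence; 0% = median of neutral control wells and 100% = median of NaSCN control wells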
dFosB activator – activators of mouse delta FosB homodimer. P13346. 340,000 tested, 0.99% active. activation, % at 25 µM. purified delta FosB, TAMRA-CDK5 oligo fluorescence polarization; percent of positive-control signal above neutral wells;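 active means mean activation above about 17%, with every replicate also reaching it, limit read from the data, passing the limit was not always enough; inconclusive means only one of the two conditions met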;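 further: fluorescence polarization rise as delta FosB binds a TAMRA Cdk5 AP-1 oligo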
Target sequence (P13346 whole entry, looked up): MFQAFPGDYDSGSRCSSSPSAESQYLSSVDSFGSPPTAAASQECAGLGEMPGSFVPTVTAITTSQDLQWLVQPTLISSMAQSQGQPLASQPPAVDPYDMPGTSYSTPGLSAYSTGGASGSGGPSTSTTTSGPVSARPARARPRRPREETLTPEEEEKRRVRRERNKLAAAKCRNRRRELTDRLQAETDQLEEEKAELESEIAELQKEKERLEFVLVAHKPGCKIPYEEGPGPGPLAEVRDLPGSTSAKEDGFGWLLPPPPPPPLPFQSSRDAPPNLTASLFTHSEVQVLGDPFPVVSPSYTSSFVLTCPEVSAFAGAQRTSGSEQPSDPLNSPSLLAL
MITF TRPM1 HTS – MITF TRPM1 promoter activation in melanoma cells; SK-MEL-5 TRPM1-promoter luciferase, 24 h; % of positive control, neutral wells = 0; AID 588334; 300,000 tested, 0.75% active; activation, % at 12.5 µM;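 active means mean activation of at least 80% with every replicate also reaching 80%; inconclusive means mean reaches 80% but some replicate falls short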;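 further: 0% = neutral control wells and 100% = parthenolide positive control wells; values of inactives mirror those of a sister screen read the other way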
CDK5 inh – blocks human CDK5/p35 kinase activity; Q00535+Q15078; Recombinant CDK5/p35, ADP-Glo luminescence, 60 min; inhibition, % at 10 µM; 330,000 tested, 0.01% active;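 active means highest replicate inhibition of at least 50% and at least 75% of replicates reaching 50%; inconclusive means only one of the two criteria met; inactive means both criteria failed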;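 further: plate controls were DMSO neutral control for no effect and GW8510 at 10 µM for full effect; many of its hits are not listed in these tables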
RTF Ca sens act – increases calcium sensitivity of human cardiac regulated thin filaments | IANBD-labeled TnC RTF fluorescence at EC20 calcium; 0% EC20 calcium, 100% full calcium | activation, % at 7.2 µM | 340,000 tested, 0.24% active;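 active means activation above the mean over all tested compounds plus 3 SD, cut at about 30% in these data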;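 further: rise in fluorescence read as greater calcium sensitivity of cardiac thin filaments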
Wnt bcat act – activators of Wnt/beta-catenin signaling; Wnt/beta-catenin reporter cell assay, activator, plate reader; activation, % at 9.35 µM; 300,000 tested, 1.2% active; AID 743398; in the data active means activation above about 30%, passing the limit was not always enough; inconclusive means no clear call, values can overlap the other calls;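 further: 0% = neutral control wells and 100% = positive control wells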
V-ATPase pH – yeast V-ATPase proton transport regulation by pHLuorin | S. cerevisiae, pHLuorin cytosolic pH fluorescence | response, % at 10 µM | 350,000 tested, 0.37% active | AID 504577; in the data active means response mostly above about 7.3%, no sharp cut-off; inactive means mostly below about 5.4%; further: actives read high; inactives centre near 0; some compounds called inactive have numbers as strong as hits
Rtt109 Vps75 – C. albicans Rtt109 histone acetyltransferase inhibition; inhibition, % at 34.9 µM; 330,000 tested, 0.16% active; Q5AAJ8; purified Rtt109/Vps75, ThioGlo CoA-SH fluorescence, 4 h;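 active means inhibition of at least 50% in every replicate; inconclusive means best replicate reaches 50% inhibition but some replicates fall short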
Target sequence (Q5AAJ8 whole entry, looked up): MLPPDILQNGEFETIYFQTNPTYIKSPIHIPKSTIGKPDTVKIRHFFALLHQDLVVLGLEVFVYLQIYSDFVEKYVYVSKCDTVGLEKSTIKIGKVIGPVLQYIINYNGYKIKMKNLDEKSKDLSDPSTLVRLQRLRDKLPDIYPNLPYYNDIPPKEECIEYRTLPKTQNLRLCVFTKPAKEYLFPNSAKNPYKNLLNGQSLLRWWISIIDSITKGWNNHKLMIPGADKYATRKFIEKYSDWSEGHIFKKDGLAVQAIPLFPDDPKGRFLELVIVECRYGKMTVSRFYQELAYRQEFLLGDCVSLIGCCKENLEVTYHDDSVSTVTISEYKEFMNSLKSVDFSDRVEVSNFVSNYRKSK
CAL PDZ FP-2 – CAL PDZ (human) peptide binding inhibition. 300,000 tested, 0.92% active. purified CAL PDZ, TMR-peptide fluorescence polarization, 1 h. Q9HD26. inhibition, % at 24.9 µM. AID 602252;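 active means mean inhibition of at least 30% with at least half of replicates also reaching 30%; inconclusive means no clear call, values can overlap the other calls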;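 further: 0% = DMSO neutral control and 100% = excess unlabeled competitor peptide PRC23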
An asterisk follows results filed as active; u = inconclusive; x = not tested or not shown.

structure	CAL PDZ FP-1	Tat export inh	dFosB activator	MITF TRPM1 HTS	CDK5 inh	RTF Ca sens act	Wnt bcat act	V-ATPase pH	Rtt109 Vps75	CAL PDZ FP-2
Nc1ccc(C(=O)NCCCCCCNC(=O)c2ccc(N)cc2)cc1	-1.2	-5	3	14	0.2	0	1	-3	2	-5
CC(=O)Oc1ccc(C(=O)Nc2cc(C)ccc2NC(=O)COc2ccccc2)cc1	-2.0	-6	3	1	0.3	-1	-2	0	-3	x
O=C(Cn1cc(SCc2ccc(F)cc2)c2ccccc21)N1CCOCC1	-0.7	1	-8	2	0.5	-1	9	0	-2	0
O=C(COC(=O)c1ccc(Cl)cc1O)NC(=O)C1CCCCC1	-0.4	5	-4	-4	-1.5	2	-1	-2	-4	x
CCN(CC)S(=O)(=O)c1ccc(NN=C2CCN(C(C)C)CC2)c([N+](=O)[O-])c1	0.0	14	-10	-4	-3.0	1	-4	-1	-20	-6
COC(=O)c1ccsc1NC(=O)c1ccco1	-1.9	-9	-17	5	0.8	8	1	-1	-3	0
CCN1C(=O)/C(=C/C=C2\C=CN(CC)c3ccccc32)SC1=S	-0.1	-4	-5	40	6.0	4	-1	0	-4	-1
O=C(NCCc1ccccc1)c1c(F)cccc1F	0.2	-1	2	42	0.3	1	-2	-3	2	-4
CCOC(=O)c1ccc(N2Cc3ccccc3C2=NC(=O)c2ccncc2)cc1	-1.1	0	-5	102*	-4.0	2	46*	1	2	x
Cc1cnc(NC(=O)CCc2ccccc2)s1	0.2	15	-7	39	0.4	-6	10	3	-1	1

structure	CAL PDZ FP-1	Tat export inh	dFosB activator	MITF TRPM1 HTS	CDK5 inh	RTF Ca sens act	Wnt bcat act	V-ATPase pH	Rtt109 Vps75	CAL PDZ FP-2
CCCc1nc2ccccc2c(=O)n1-c1ccc(C(=O)OCC)cc1	0.1	7	-1	11	-1.8	7	-2	2	5	-1
CC(=O)NC1=NN(c2ccccc2)C(=O)C1	-0.6	-9	0	x	0.3	8	-1	-7	4	-3
CCOc1ccc(/C=N/n2c(C)nnc2C)cc1OC	-0.6	-6	2	-6	-0.8	x	0	3	-5	1
COc1ccc(/C=N/Nc2nncc3ccccc23)cc1	-6.0	-4	-26	1	10	-3	x	-1	x	-1
CC(c1nccs1)N(C)C(=O)CCc1nnc(CCc2ccccc2)o1 (configuration not stated)	-0.1	1	3	9	-0.5	0	4	0	0	16
CC(C)(C)NCc1cc(Br)ccc1OCc1cccs1	0.5	-3	1	4	0.0	3	-2	-2	-3	-3
CC(C)C1CCN(C(=O)C2CCC(=O)N(CCc3ccc(Cl)cc3)C2)CC1 (configuration not stated)	-3.3	10	-8	-13	0.8	-8	0	2	2	-3
O=C(O)CCNS(=O)(=O)c1cccc(Br)c1	16	4	0	1	-3.2	0	1	2	-5	-5
COc1ccc(S(=O)(=O)N2CCOCC2)cc1C(=O)N(C)Cc1ccco1	0.9	6	6	-5	-2.1	-1	-1	0	-2	1
CCC(C)[C@H](NC(=O)N1CCCC1)C(=O)O (some centres not stated)	-0.2	6	6	-9	-0.4	8	3	-1	0	-3

structure	CAL PDZ FP-1	Tat export inh	dFosB activator	MITF TRPM1 HTS	CDK5 inh	RTF Ca sens act	Wnt bcat act	V-ATPase pH	Rtt109 Vps75	CAL PDZ FP-2
Cc1ccc(SCC(=O)OCC(=O)N(C)CC(=O)Nc2ccc(F)cc2)cc1	-4.4	2	-1	2	-3.0	-4	0	-4	18	-2
O=C(CC1(O)C(=O)c2ccccc2C1=O)c1ccccc1	-2.5	-5	-4	-9	-1.0	-6	-5	-5	x	1
N#C/C(=C\C1=C(N2CCOCC2)C(=C\c2ccc(Cl)cc2)/CC1)C(=O)Nc1ccccc1F	-0.4	2	-17	-7	-1.2	13	-5	-2	3	-4
COc1ccccc1OCC(=O)NCC1CCCN(Cc2cnn(C(C)C)c2)C1 (configuration not stated)	-1.2	-1	8	1	0.5	-4	12	3	-18	-3
CCc1ccc(NS(=O)(=O)c2cc3c(cc2C)n(C)c(=O)c(=O)n3C)cc1	-2.7	-4	-7	-11	-4.3	12	-2	6	-3	x
COc1cnn(-c2ccc(C)cc2)c(=O)c1SCc1ccccc1	-1.3	-5	-1	65	-0.5	5	x	3	8	-7
COc1ccc(-c2c(-c3ccc4c(c3)OCO4)noc2C)cn1	-0.8	1	-9	33	0.0	0	8	1	6	-2
CC1CCCN(S(=O)(=O)c2ccc3c(c2)n(C)c(=O)c(=O)n3C)C1 (configuration not stated)	-2.1	-7	-6	18	-1.7	2	-1	2	-1	x
COC(=O)[C@@H]1C[C@@]2(O)[C@H](O)[C@H](O)[C@H](O)C[C@H]2N1Cc1ccc(C)s1	0.1	-14	3	-1	-0.3	-4	0	1	1	0
O=C(COC(=O)c1ccco1)Nc1ccc(Br)cc1	-0.7	5	-3	0	-0.5	-2	-3	-2	4	-7

structure	CAL PDZ FP-1	Tat export inh	dFosB activator	MITF TRPM1 HTS	CDK5 inh	RTF Ca sens act	Wnt bcat act	V-ATPase pH	Rtt109 Vps75	CAL PDZ FP-2
Cc1sc2ncnc(NCCCN3CCCC3=O)c2c1C	-4.3	5	0	-12	-1.9	5	-1	0	-10	3
O=C(CCc1ccccc1)Nc1c(F)c(F)c(F)c(F)c1F	-0.1	-6	-1	-2	2.2	4	x	-2	0	-1
Cc1ccc(SCC(=O)O/N=C(\N)c2ccncc2)cc1	-0.8	5	-1	0	-0.3	-2	15	4	7	-3
CCc1ccc(CN2CCCC(CCC(=O)N3CCN(c4ccccn4)CC3)C2)o1 (configuration not stated)	-0.3	4	-19	-5	0.0	3	-2	5	-16	-5
COc1ccc(NC(=O)C(c2ccc(OC)cc2)N(C)C(=O)CC2NC(=O)NC2=O)cc1 (configuration not stated)	0.4	4	-11	-4	x	0	x	3	2	-9
Cc1cc(C)c(S(=O)(=O)N2CCCOC2CNC(=O)C(=O)NCCCn2ccnc2)c(C)c1 (configuration not stated)	-0.6	-2	-2	4	0.0	4	2	1	-6	-4
CCN1CCN(c2cc(C(C)(C)C)nc3c(-c4ccccc4)c(C)nn23)CC1	-1.0	6	-4	19	1.3	-1	x	-5	18	x
CCOc1ccccc1NC(=O)c1ccc(S(=O)(=O)N(C)c2ccccc2)cc1	-0.2	5	-8	4	-1.8	-2	28	8	3	x
Cc1ccc(C(=O)N2[C@@H]3CN(C)C(=O)[C@@]2(Cc2ccccc2)[C@H]2C(=O)N(Cc4ccccc4)C(=O)[C@@H]32)cc1	-1.6	-43	7	4	0.6	-2	0	-7	4	0
Nc1nnc(SCC(=O)Nc2sc3c(c2C(=O)c2ccccc2)CCCC3)s1	-2.9	12	-8	-16	-0.8	-3	-3	1	5	-3

structure	CAL PDZ FP-1	Tat export inh	dFosB activator	MITF TRPM1 HTS	CDK5 inh	RTF Ca sens act	Wnt bcat act	V-ATPase pH	Rtt109 Vps75	CAL PDZ FP-2
O=C(COC(=O)c1c2c(nc3ccccc13)/C(=C\c1cccs1)CCC2)Nc1ccccc1Cl	-0.2	-3	-6	-2	-0.1	7	-1	-2	1	1
Cc1cc(S(=O)(=O)Nc2ccc(N(C)C)cc2)c(C)s1	x	-2	-6	-14	-0.1	3	x	1	0	-1
O=C(NCCc1ccc(Cl)cc1)C1CCN(c2cnccn2)CC1	-0.6	7	-5	7	1.8	0	-5	-3	-7	0
CC1Cc2ccccc2N1C(=O)COC(=O)CNC(=O)c1ccc(Br)o1 (configuration not stated)	-2.3	1	3	-4	-2.1	3	1	1	-4	1
COc1ccc(S(=O)(=O)N2CCc3ccccc32)cc1OC	-1.6	8	0	x	-0.2	-5	-2	-1	-2	0
COC(=O)c1cccc(NC(=O)CSc2ncn[nH]2)c1	-0.9	4	-1	-2	-1.3	1	-2	0	2	-7
COc1ccc(Cn2c(C)nnc2-c2cnn(C)c2N)cc1	0.4	-9	5	-3	0.1	7	-2	-1	-13	2
Nc1cc(-c2cccc(F)c2)nn1S(=O)(=O)c1cccc2nsnc12	-0.7	0	-11	3	-1.4	0	1	-5	2	x
CCNC(=O)c1ccc(-n2nc(C)cc2-c2ccccc2)cc1	-1.2	3	-13	-7	3.3	-5	-3	3	1	-6
COCCCNC(=O)c1ccccc1NS(=O)(=O)c1ccc(C)cc1	x	-1	-1	-3	0.5	-3	x	-1	-24	-6

structure	CAL PDZ FP-1	Tat export inh	dFosB activator	MITF TRPM1 HTS	CDK5 inh	RTF Ca sens act	Wnt bcat act	V-ATPase pH	Rtt109 Vps75	CAL PDZ FP-2
O=C(N/N=C\c1ccc(Cl)cc1Cl)c1sccc1-n1cccc1	-2.2	9	-12	22	0.4	-2	-1	6	3	-2
Cc1oc(-c2ccoc2)nc1CN(CC1CCC(=O)N1)C(C)C (configuration not stated)	0.0	-4	-4	7	0.0	-2	-1	-1	9	x
Cc1cc(C)nc(/N=C(\N)Nc2ccc(C(C)C)cc2)n1	-2.9	-1	-11	2	0.5	4	1	-1	28	-4
Cn1cccc1Cc1nnc(SCC(=O)Nc2ccccc2)n1-c1ccc(F)cc1	-0.7	1	-2	-7	-0.8	14	-3	2	-5	0
O=C(c1ccccn1)N(Cc1ccco1)C1(C(=O)NC2CCCC2)CCCCC1	-0.6	-6	-2	x	1.3	3	0	6	-10	2
Cc1ccc(N2Cc3ccccc3C2=O)cc1	-18	-12	-5	3	4.0	1	12	1	-11	-6
Cc1occc1-c1nnc(SCC(=O)N2CCN(c3ccc(F)cc3)CC2)n1C	x	-3	0	-15	1.3	6	4	-3	-4	-3
O=C(Nc1ccccc1N1CCCC1)c1cc(Cl)ccc1Cl	-0.6	0	-3	0	-3.1	-2	4	5	u	3
COc1cccc(-n2nc(C(=O)O)c3ccccc3c2=O)c1	-0.1	2	-3	-7	-14	8	x	-4	6	-3

Screening results deposited in PubChem BioAssay by several laboratories.

Compounds as they come. Share with any hit: about 4.1%.
